# N370S GC mod: inhibits or activates N370S mutant glucocerebrosidase | N370S GC spleen homogenate, 4MU-glucoside fluorescence | P04062 | AID 2101 | Potency, µM (doses to about 59.4 µM), without a hit: at the highest dose activity change, negative = inhibition, actives largely listed as inhibitors | hit rate 0.092% among 330,000;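 also: 0% = full enzyme activity and -100% = no enzyme basal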
# FEN1 inhibitor: inhibitors of human flap endonuclease 1; Recombinant FEN1 flap cleavage, fluorescence, 15 min; Potency, µM (series often up to 114 µM), without a hit: at the top dose activity change, negative = inhibition, usual class: inhibitors; hit rate 0.35% among 390,000; AID 588795; also: nearly all actives have a fitted effect of over 65% in size
# Target sequence (P39748 whole entry, looked up): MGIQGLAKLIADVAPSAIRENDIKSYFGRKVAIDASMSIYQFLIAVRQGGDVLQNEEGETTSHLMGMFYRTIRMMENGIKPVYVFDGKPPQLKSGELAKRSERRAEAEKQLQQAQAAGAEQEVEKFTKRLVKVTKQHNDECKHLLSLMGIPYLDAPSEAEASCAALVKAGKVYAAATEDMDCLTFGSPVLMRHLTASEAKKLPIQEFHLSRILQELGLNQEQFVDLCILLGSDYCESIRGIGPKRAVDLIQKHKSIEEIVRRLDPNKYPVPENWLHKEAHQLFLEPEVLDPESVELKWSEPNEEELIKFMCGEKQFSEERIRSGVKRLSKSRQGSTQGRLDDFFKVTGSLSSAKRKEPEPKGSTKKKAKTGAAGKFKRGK
#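 FEN1 at 10 nM preincubated with compounds 15 min at room temperature, then flap DNA substrate added at 50 nM final. Signal read at 0 and 15 min; concentration-response fitted with four-parameter Hill equation.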
# TDP1 cell CPT: growth inhibition of DT40 Tdp1-/-;hTDP1 cells with camptothecin (screen for TDP1 inhibitors); chicken DT40 Tdp1-/-;hTDP1 cells + 20 nM CPT, ATP luminescence, 48 h; Potency, µM (doses to about 46.2 µM), without a hit: at the top dose activity change, negative = growth inhibition, usual class: inhibitors; hit rate 12% among 420,000; also: nearly all actives have a fitted effect of over 55% in size
#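 Chicken DT40 Tdp1-/- cells complemented with human TDP1, 400 cells/well, exposed to compounds plus 20 nM camptothecin for at least 48 h at 37 C; viability read as ATP content by CellTiter-Glo luminescence.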
# * marks the source's active call; other numbers are inactive results; ? = inconclusive; · = no result given; & = joins results of further samples. Calls follow the shape of the dose curve; as a rule, active = well fitted curve in the direction sought with a large enough effect; inconclusive = small, poorly fitted or top-dose-only effect, or another doubt; inactive = no such curve, though single readings can be large; an effect the other way counts as inactive or inconclusive. Unless noted, % is scaled to controls: 0 for no effect and ±100 for the full control effect; potency is read from the fitted curve at half-maximal effect. Not all compounds are listed; count on the stated rates, not on these rows.
smiles,N370S GC mod,FEN1 inhibitor,TDP1 cell CPT
COc1ccc(-c2noc3c2-c2nc(-c4ccccc4)sc2CC3)cc1,·,1.9%,-21.7%
NC(=O)Cn1cnc(-c2ccccc2)c1,-0.6%,8.3%,-8.0%
CCOC(=O)CNC(=O)CSc1nc2cccnc2n1C1CCCCC1,-5.9%,-3.9%,-27.8%
CC1(NC(=S)NCCO)CCS(=O)(=O)C1 (stereo not drawn),-4.9%,5.1%,-28.2%
CC(Oc1cc2oc(=O)c3c(c2cc1Cl)CCC3)C(=O)NC1CC(C)(C)NC(C)(C)C1 (stereo not drawn),3.8%,14.5%,2.2%
COc1ccc(C)cc1-n1nnnc1SC/C(O)=C(\C#N)c1nc2ccccc2[nH]1,-15.9%,1.3%,-18.5%
Cc1ccccc1C(=O)N[C@H](C(=O)OCC(=O)NC1CC1)C(C)C,·,3.9%,-14.3%
Nc1nonc1-c1nc2ccccc2n1CC(=O)Nc1ccc(F)cc1,·,-4.8%,14.6µM*
COc1ccc(/C=C2\SC(=O)N(CCNC(=O)CCS(=O)(=O)c3ccc(C)cc3)C2=O)cc1,9.3%,1.4%,13µM*
CCN(CC(=O)NCc1cccs1)C(=O)c1cccc(S(=O)(=O)NCc2ccccc2)c1,-12.8%,-18.3%,-12.7%

smiles,N370S GC mod,FEN1 inhibitor,TDP1 cell CPT
CCOC(=O)c1cnc2ccc(OC)cc2c1Nc1cccc(C(C)=O)c1,·,?,16.4µM*
CSc1ccccc1NC(=O)CN(C)CC(=O)Nc1cccc(Br)c1,6.1%,-19.0%,-15.4%
COc1cc(C)c(S(=O)(=O)N2CCN=C2c2ccccc2)cc1C,4.4%,-2.7%,?
COc1ccc(CCNC(=O)Cc2c(C)c3cc4c(C)coc4c(C)c3oc2=O)cc1,·,14.4%,-11.1%
C/C(=C\C(=O)Nc1cc(C)on1)c1ccccc1,-13.7%,-2.6%,2.3%
Cc1c2cnccc2c(C)c2c1oc1ccccc12,·,35.5µM*,?
COc1ccc(-c2cc(C(=O)Nc3cc(Cl)ccc3OC)no2)cc1,-1.2%,10.9%,-15.2%
Cc1ccc(C)c(OCC(O)CN2CCc3ccccc3C2)c1C (stereo not drawn),-15.2%,5.6%,6.51µM*
CCOC(=O)N1CCN(C(=O)C2CCC(=O)N(Cc3ccc(Cl)cc3)C2)CC1 (stereo not drawn),-1.5%,6.7%,5.9%
COC(=O)c1cc(S(=O)(=O)NCCCc2ccco2)c[nH]1,-8.2%,-15.0%,?

smiles,N370S GC mod,FEN1 inhibitor,TDP1 cell CPT
CN1CCN(c2ccccc2NC(=O)COc2ccc(Br)cc2)CC1,-0.5%,-16.2%,?
O=C(NC(=S)Nc1cccc(CO)c1)c1ccc(-c2ccccc2)cc1,2.2%,1.4%,23.1µM*
N/C(CSc1ccc(Cl)cc1)=N\S(=O)(=O)c1ccc(Cl)cc1,-8.8%,0.4%,-5.0%
Cc1cccc2cc(CN(Cc3ccc(F)cc3)C(=O)N(C)C)c3nnnn3c12,-2.4%,-3.5%,23.1µM*
CC(=O)Nc1ccc(OCC(O)Cn2c3ccccc3c3ccccc32)c(C)c1 (stereo not drawn),-5.7%,-7.1%,?
COc1ccc(S(=O)(=O)N2CC=C(C(=O)Nc3ccc(NC(C)=O)cc3)CC2)cc1,-0.9%,1.5%,13.3%
Cc1cccc(-c2noc(-c3ccccc3NC(=O)C3CC(=O)N(c4ccccc4C)C3)n2)c1 (stereo not drawn),·,0.0%,23.1µM*
Nc1ccc2oc3ccc(N)cc3c(=O)c2c1,12.6%,-20.1%,4.4%
Cc1nc(-c2ccc(C)c(N3CCN(C(=O)Nc4ccccc4C(F)(F)F)CC3)c2)no1,·,19.2%,-16.3%
CCN(CC)C(=O)COc1c(-c2ccco2)oc2ccccc2c1=O,?,2.4%,-20.0%

smiles,N370S GC mod,FEN1 inhibitor,TDP1 cell CPT
Cc1ccc(Nc2cc(C(=O)NC3CCCC3)c3ccccc3n2)cc1C,·,21.4%,13µM*
COc1ccc(S(=O)(=O)N(CC(=O)N2CCOCC2)c2ccc(F)cc2)cc1OC,-1.7%,-8.8%,2.3%
CCOc1cc(CNCCc2ccc(S(N)(=O)=O)cc2)cc(Cl)c1OCc1ccccc1,?,0.4%,12.6µM*
Cc1ccc(S(=O)(=O)N2CCCc3cc(NC(=O)c4c(F)cccc4F)ccc32)cc1,1.0%,0.0%&-10.0%,?
N#Cc1ccc(COC(=O)C2CC(=O)N(CCc3ccccc3)C2)cc1 (stereo not drawn),-8.2%,5.1%,-0.6%
CCSc1nnc(-c2ccccc2N=Cc2c(C)[nH]n(-c3ccccc3)c2=O)c(=O)[nH]1,-12.3%,-5.8%,?
COc1ccc(OC)c(CN2CCN(c3ccccc3OC)CC2)c1,4.3%,-4.5%,-23.4%
CCOC(=O)c1cc2occc2n1CC(=O)NCCOC,2.6%,1.9%,11.2%
CCOC(=O)C1=C(Nc2ccc(OC)cc2)OCC1=O,-0.6%,-0.6%,0.7%
COc1ccc(CCC(=O)OCC(=O)c2ccc(C)cc2)cc1,4.6%,-7.7%,8.1%

smiles,N370S GC mod,FEN1 inhibitor,TDP1 cell CPT
COc1ccc(C2C(C(=O)Nc3ccccc3OC)=C(C)Nc3ncnn32)cc1 (stereo not drawn),1.5%,-15.5%,-0.2%
CCc1nc2ccccc2n1Cc1ccc(F)cc1,18.9%,17.9%,?
COC(=O)c1cc(NC(=O)c2ccco2)ccc1N1CCOCC1,1.1%,-2.5%,2.1%
CCCCn1cnc2c(=O)[nH]c(N)nc21,·,-0.6%,-5.3%
Cc1cccc(NC(=O)COC(=O)CCCC2=NS(=O)(=O)c3ccccc3N2)c1,-28.6%,17.6%&-0.5%,-4.8%&-0.1%
O=c1[nH]n(-c2ccccc2)c(=O)c2ccccc12,-7.1%,2.2%,1.0%
Cc1cc(C)n(Cc2cnc(N3CCOCC3)s2)n1,-7.3%,-6.9%,1.2%
CC(C)c1ccc(NC(=O)c2cc(S(=O)(=O)NCc3ccccc3Cl)ccc2F)cc1,·,-19.2%,6.51µM*
O=Cc1ccc(OCCCOc2cccc3cccnc23)cc1,3.9%,-3.0%,-10.2%
CCc1ccccc1NC(=O)CN(c1cccc(OC)c1)S(C)(=O)=O,0.4%,-2.2%,?

smiles,N370S GC mod,FEN1 inhibitor,TDP1 cell CPT
CC(=O)N1CC(C)Sc2ccc(S(=O)(=O)NCc3ccc(Cl)cc3)cc21 (stereo not drawn),-2.0%,8.6%,?
COc1ccc(S(=O)(=O)/N=C2/NC(=O)/C(=C\c3ccco3)S2)cc1,5.5%,2.4%,?
O=C(OCc1nnc(-c2ccccc2)o1)c1cccnc1Cl,0.3%,3.9%,1.3%
Nc1ccccc1C(=O)NCc1ccc(F)cc1,14.1%,22.2%,-1.7%
CC1(C)C(=O)OC(C(=O)c2ccc(Cl)cc2)C(C)(C)C1=O (stereo not drawn),-15.5%,-2.3%,6.4%
O=C(CSc1nc(=O)n(CCCN2CCOCC2)c2c1CCCC2)Nc1cccc(Cl)c1,-24.3%,-0.5%,-20.5%
CSc1nc2c(c(=O)n1C)SC(C)C2 (stereo not drawn),0.8%,-15.4%,-21.7%
COc1ccccc1C(=O)NCCC(=O)Nc1nc2ccccc2[nH]1,-4.9%,-9.2%,3.4%
Cc1cc(C)n(-c2n[nH]c(C)c2[N+](=O)[O-])n1,2.1%,7.2%,-2.4%
COc1cc(OC)c2c(=O)c(-c3ccccc3)coc2c1,13.2%,·,?

smiles,N370S GC mod,FEN1 inhibitor,TDP1 cell CPT
CC(C)(C)NC(=O)COc1ccc(CNn2nnnc2N)cc1,3.1%,-9.0%,-12.9%
C=CCON/C(CCC)=C1\C(=O)CC(C)(C)CC1=NC,5.7%,12.2%,3.6%
NNC(=O)c1csc(-c2cccc(C(F)(F)F)c2)n1,-3.3%,-1.3%,-0.2%
C=CCN(CC(O)c1cccc([N+](=O)[O-])c1)C(C)CCc1ccccc1 (stereo not drawn),-3.8%,-11.9%,?
O=C(/C=C/c1cccs1)NC1CC1,-2.5%,-13.6%,4.8%
C=CCN1C(=O)c2ccc(C(=O)NCCOc3ccccc3F)cc2C1=O,-1.5%,-0.3%,-3.9%
COc1c(Cl)cc(C(=O)Nc2cccc(-c3nc4ccccc4[nH]3)c2)cc1Cl,·,-0.9%,?
CC(=O)N1CCN(CC(O)COc2ccc(S(=O)(=O)N3CCOCC3)cc2)CC1 (stereo not drawn),·,-6.1%,-12.3%
COc1cccc(C(=O)Oc2ccc3ccc(=O)oc3c2)c1,?,-1.9%,2.8%
Cc1ccc(-c2csc(-c3c[nH]c4ccccc34)n2)c(C)c1,5.4%,-12.9%,?

smiles,N370S GC mod,FEN1 inhibitor,TDP1 cell CPT
O=C(NNC1=NC2(CCCC2)Cc2ccccc21)c1ccncc1,-1.0%,2.7%,1.0%
COC(=O)c1cn(NC(=O)Cc2ccc(Cl)c(Cl)c2)c(=O)c2ccccc12,5.6%,11.0%,-6.2%
CCN(Cc1ccccc1)C(=O)C1CCC(CNc2c(N3CCOCC3)c(=O)c2=O)CC1 (stereo not drawn),-15.9%,1.0%,-26.1%
C/C(=N\NC(=O)CCc1ccc(S(=O)(=O)N2CCOCC2)cc1)c1ccc(Br)cc1,-3.9%,-2.3%,6.0%
O=C(Cc1cccs1)Nc1nnc(SCc2cccc3ccccc23)s1,10.6%,0.9%,?
Cc1cccc(C2C=C(c3ccc(F)cc3)Nc3nc4ccccc4n32)c1 (stereo not drawn),·,8.0%,?
CCC(Sc1nc2cc(OC)c(OC)cc2c(=O)n1Cc1ccc(OC)cc1)C(=O)NCCOC (stereo not drawn),-6.5%,-2.5%&-8.3%,?
Cc1cccc(Cn2c(CNC(=O)c3ccccc3)nc3ccccc32)c1,·,6.0%,-22.6%
COc1ccc(CN(C)C(=O)c2ccccc2OCc2c(C)noc2C)c(OC)c1,·,3.6%,-13.7%
CCN(c1c(C)n(C)n(-c2ccccc2)c1=O)S(C)(=O)=O,7.5%,-1.7%,1.0%

# Ordered by length of the SMILES (smallest number first): part of the list above
smiles,N370S GC mod,FEN1 inhibitor,TDP1 cell CPT
COC(=O)c1cn(NC(=O)Cc2ccc(Cl)c(Cl)c2)c(=O)c2ccccc12,5.6%,11.0%,-6.2%
CCN(Cc1ccccc1)C(=O)C1CCC(CNc2c(N3CCOCC3)c(=O)c2=O)CC1 (stereo not drawn),-15.9%,1.0%,-26.1%
C/C(=N\NC(=O)CCc1ccc(S(=O)(=O)N2CCOCC2)cc1)c1ccc(Br)cc1,-3.9%,-2.3%,6.0%

# Next compounds
smiles,N370S GC mod,FEN1 inhibitor,TDP1 cell CPT
NS(=O)(=O)c1ccc(N/N=C2/CCCc3ccccc32)c([N+](=O)[O-])c1,6.7%,-8.6%,?
CC(NC(=O)COC(=O)COc1ccc(Cl)cc1)c1ccccc1 (stereo not drawn),·,-7.3%,3.4%
COc1ccc(O)c(-c2cc(-c3cccc(Br)c3)n[nH]2)c1,-7.3%,-9.0%,?
CCOc1cccc(C(=O)Nc2ccc(N(CC)CC)cc2)c1,11.7%,-15.3%,20.6µM*
COc1ccc(-c2nnc(SC(C)C(=O)Nc3c(C)n(C)n(-c4ccccc4)c3=O)o2)cc1 (stereo not drawn),7.8%,-0.8%,-17.7%
CCOC(=O)c1cccc(NC(=O)C2CCN(S(=O)(=O)c3cccs3)CC2)c1,?,-7.3%,?
Cc1ccc(S(=O)(=O)Cc2nc(-c3ccc(C(=O)NCCCOC(C)C)cc3)oc2C)cc1,·,-6.5%,-21.1%
CCC(=O)c1ccccc1OCCN1C(=O)NC(C)(C)C1=O,5.6%,-0.7%,-4.3%
O=C(CN1C(=O)CC(c2ccco2)Sc2ccccc21)NC1CCCCC1 (stereo not drawn),?,-4.5%,?
CCOC(=O)/C(C#N)=N/Nc1ccc(S(=O)(=O)N2CCc3ccccc32)cc1,-7.9%,-11.0%,?

smiles,N370S GC mod,FEN1 inhibitor,TDP1 cell CPT
C=CCOCC(O)CS(=O)(=O)Cc1ccc(Cl)cc1 (stereo not drawn),0.0%,1.0%,-114.4%
CC(NC(=O)CC12CC3CC(CC(C3)C1)C2)C(=O)O (stereo not drawn),-9.9%,1.7%,-6.3%
CCOc1cc(/C=N/O)ccc1OCC(=O)Nc1cccc(C)c1,3.6%,-2.7%,?
CCOC(=O)NC(=O)CSc1nc(C)cc(C)c1C#N,-9.8%,5.6%,-23.5%
COc1ccc(CC(=O)NNc2ncnc3c2cnn3Cc2ccccc2)cc1OC,-8.9%,-2.4%,4.2%
COc1ccc(CNC(=O)C(C)N2Cc3ccccc3C2=O)cc1 (stereo not drawn),·,20.4%,-3.3%
CCOc1ccc(NC(=O)Cn2ncc3ccccc32)cc1,-4.1%,-3.4%,4.4%

# Complete entries, looked up by structure.
# CCOc1ccc(NC(=O)Cn2ncc3ccccc32)cc1 is listed with N370S GC mod = -4.1%; FEN1 inhibitor = -3.4%; TDP1 cell CPT = 4.4%
# CCOC(=O)NC(=O)CSc1nc(C)cc(C)c1C#N is listed with N370S GC mod = -9.8%; FEN1 inhibitor = 5.6%; TDP1 cell CPT = -23.5%
# C=CCOCC(O)CS(=O)(=O)Cc1ccc(Cl)cc1 (stereo not drawn) is listed with N370S GC mod = 0.0%; FEN1 inhibitor = 1.0%; TDP1 cell CPT = -114.4%
